Compound activity: PubChem, Fisher Drug Discovery Resource Center
mcGAS MS inh: mouse cGAS inhibition by mass spec; Q8C6L5; recombinant mouse cGAS, cGAMP by RapidFire MS; inhibition, % at 12.5 µM; actives 0.18% (n = 130,000);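 active = inhibition of cGAS enzyme activity at or above 60%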;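 also: enzyme stimulated by 45 bp dsDNA with ATP and GTP substrates; cGAMP share of summed cGAMP plus half ATP and half GTP signals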
Target sequence (Q8C6L5 whole entry, looked up): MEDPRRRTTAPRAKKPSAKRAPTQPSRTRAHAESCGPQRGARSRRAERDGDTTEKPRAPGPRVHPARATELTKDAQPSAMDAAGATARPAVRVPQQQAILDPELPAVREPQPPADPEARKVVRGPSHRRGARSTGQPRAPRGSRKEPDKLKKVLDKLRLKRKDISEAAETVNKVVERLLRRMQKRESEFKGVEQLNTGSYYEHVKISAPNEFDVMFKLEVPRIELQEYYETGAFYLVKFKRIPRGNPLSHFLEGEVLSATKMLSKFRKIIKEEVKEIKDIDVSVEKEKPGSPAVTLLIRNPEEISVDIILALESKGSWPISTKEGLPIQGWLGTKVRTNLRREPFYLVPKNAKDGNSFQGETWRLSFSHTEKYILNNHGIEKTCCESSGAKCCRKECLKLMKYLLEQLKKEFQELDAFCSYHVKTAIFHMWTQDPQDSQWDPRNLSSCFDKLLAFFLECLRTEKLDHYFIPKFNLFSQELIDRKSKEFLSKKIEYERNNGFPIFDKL
Starred values were filed as active, the others as inactive. Some of the compounds tested, so the mix of outcomes need not match the whole.

SMILES	mcGAS MS inh
CC1CCCCN1C(=O)[C@@H]1CSCN1C(=O)c1ccccc1 (some centres undefined)	-3
COc1ccc(NC(=O)c2ccc(Br)o2)c(OC)c1	-4
CC(C)CN1CC(C(=O)N2CCC(OCc3cccnc3)CC2)CC1=O (centres undefined)	-5
CSc1ccc(C=Nc2c[nH]c(=O)[nH]c2=O)cc1	-11
CC1CN(C(=O)C(N)Cc2ccccc2)CCN1C(=O)C1CC1 (centres undefined)	-3
Cc1ccn2c(=O)c(NC(=O)c3ccc4ccccc4c3)c(C)nc2c1	15
CC(C)OC(=O)C1C(c2cccc(F)c2)c2c([nH][nH]c2=O)CC1(C)O (centres undefined)	-3
CC(C)C(=O)N1CCC(NCC(c2ccccc2)N2CCCCCC2)CC1 (centres undefined)	-8
COc1ccc(Cl)cc1-n1c(C)c(C)n2c3c(=O)n(CCN4CCOCC4)c(=O)n(C)c3nc12	-8
Cc1c(Cl)c([N+](=O)[O-])nn1CC(=O)N1CCN(Cc2ccccc2)CC1	-1

A draw from above in order of molecular weight, smallest number first:
SMILES	mcGAS MS inh
CSc1ccc(C=Nc2c[nH]c(=O)[nH]c2=O)cc1	-11
CC1CN(C(=O)C(N)Cc2ccccc2)CCN1C(=O)C1CC1 (centres undefined)	-3
COc1ccc(NC(=O)c2ccc(Br)o2)c(OC)c1	-4
Cc1ccn2c(=O)c(NC(=O)c3ccc4ccccc4c3)c(C)nc2c1	15
CC(C)OC(=O)C1C(c2cccc(F)c2)c2c([nH][nH]c2=O)CC1(C)O (centres undefined)	-3
Cc1c(Cl)c([N+](=O)[O-])nn1CC(=O)N1CCN(Cc2ccccc2)CC1	-1
COc1ccc(Cl)cc1-n1c(C)c(C)n2c3c(=O)n(CCN4CCOCC4)c(=O)n(C)c3nc12	-8

Going on with the list:
SMILES	mcGAS MS inh
CN1CCN(C(=O)c2cc3c(=O)n4ccccc4nc3s2)CC1	-10
COc1ccc(-c2cn([C@H](CO)CC(C)C)nn2)cc1OC	-1
CCOCC(O)CNC(=O)c1coc(CN2CCN(c3ccccc3F)CC2)n1 (centres undefined)	-13
Cc1cc(N2CC34C=CC(O3)C(C(=O)Nc3ccc5ncsc5c3)C4C2=O)no1 (centres undefined)	-8
Cc1cc(C)cc(-n2nc(C(=O)O)c(=O)n(Cc3cccc(Cl)c3)c2=O)c1	4
Cc1ccsc1CNCCNc1ccc(C(F)(F)F)cn1	-6
COc1ccc(N(CC(=O)N2CCN(c3ccccc3OC)CC2)S(=O)(=O)c2ccccc2[N+](=O)[O-])c(OC)c1	-7
COc1ccc(CN2CCN(Cc3nc4cc(OC)c(OC)cc4c(=O)[nH]3)CC2)cc1F	1
Cc1ccc2nc(COC(=O)C(C)N3C(=O)C4CCCCC4C3=O)cc(=O)n2c1 (centres undefined)	14
CNc1ccc(S(=O)(=O)NC)cc1NC(=O)c1csc(C)n1	-3
CC12CC3CC(C)(C1)CC(C(=O)N1CCc4sccc4C1)(C3)C2	-18
Cc1ccc(-n2ncc3c(=O)n(NC(=O)c4ccc(Br)cc4)cnc32)cc1C	0
NCC1Cc2cc(-c3nccc(N4CCC(O)CC4)n3)cc(Cl)c2O1 (centres undefined)	-11
Cc1cccnc1NC(=O)C(C)n1nc(-c2cccs2)ccc1=O (centres undefined)	-4
O=C(c1cccc(-n2ccc3ccccc32)c1)N1CCOCC1	-4
O=C(NCC1(c2ccccc2)CCCC1)C1CCC(=O)N(Cc2ccccn2)C1 (centres undefined)	-9
Cc1nc(C2CCCNC2)cc(N(C)Cc2noc3c2CCCC3)n1 (centres undefined)	-8
Cc1nnc(NC(=O)Cc2csc(-c3ccccc3)n2)s1	-10
COCCn1c(C)cc(O)c(C(c2ccc(OC)cc2)N2CCN(c3ccccc3F)CC2)c1=O (centres undefined)	-10
CCCn1c(=O)n(CC(O)c2ccc(F)cc2)c(=O)c2c1nc(C)n2CCOC (centres undefined)	-6
CCc1cn[nH]c1C1CCN(Cc2cnc(-c3ccccc3OC)nc2)CC1	-23
CC1(C(=O)Nc2ccc3c(c2)OCO3)CCN1C(=O)c1cccc(F)c1 (centres undefined)	-8
Cc1cc(S(N)(=O)=O)sc1C(=O)N(C)CC(=O)NC(C)(C)C	-1
CC(=O)c1ccc(S(=O)(=O)NCCC(=O)Nc2ccc(NC(=O)C3CC3)cc2)cc1	-4
CCN1C(=O)C2(NCCc3c2c(C)n(-c2ccccc2)c3C)c2ccccc21 (centres undefined)	1
Cn1ccc(NC(=O)c2ccccc2S(C)(=O)=O)n1	-12
Cc1cccc(OCC(O)CN2C(=O)NC3(CC(C)CC(C)(C)C3)C2=O)c1 (centres undefined)	-5
CCOC(=O)c1sc2nc(C=Cc3ccc(C)s3)[nH]c(=O)c2c1C	-8
N#CSc1ccc(C(=O)O)cn1	-7
CCCC(C)N(C)C(=O)c1csc(NC(C)=O)n1 (centres undefined)	2
O=C(CN1C(=O)CS/C1=C/S(=O)(=O)c1ccc(Cl)cc1)c1ccccc1	0
CN(C)C(CNC(=O)C(=O)Nc1ccc(OC(F)(F)F)cc1)c1ccccc1Cl (centres undefined)	-7
CCOc1ccc2nc(N3CCC(C(=O)NCCCN4CCCC4=O)CC3)nc(C)c2c1	-9
CC(=O)Nc1nc(C(=O)N(Cc2ccc(Cl)c(Cl)c2)CC(C)(C)N(C)C)cs1	-2
COC(=O)[C@H](NC(=O)c1ccccc1N1CCOCC1)c1ccc(O)cc1	-17
CC1(C)CC(=O)C=C(C(=O)N2CC[C@@H](c3ccc(F)cc3)[C@H](O)C2)O1	-32
CO[C@H]1CN(C(=O)C(C)(C)c2ccccc2)CC[C@H]1N	-3
Cc1cccc(S(=O)(=O)N[C@@H]2CCCCC2NC(=O)[C@H]2CCCN2)c1 (some centres undefined)	-6
CC1CN(Cc2ncc(Cl)n2C)CC(C)(C)O1 (centres undefined)	-1
c1cc(-c2nc3ccc(Cc4ccc5nc(-c6ccncc6)[nH]c5c4)cc3[nH]2)ccn1	-8
Cc1noc(C)c1CN1CCN(C(=O)CCc2nc(C(C)(C)C)no2)CC1	-32
COC(=O)C(C)OC(=O)c1nc2nccc(C)n2n1 (centres undefined)	-5
Cc1cc(C)n(NC2=CC(=O)CC(C)(C)C2)c(=O)c1C#N	1
Cc1c(CN(C)Cc2cn[nH]c2C(=O)O)cnn1C	-5
COc1ccc(CCn2c3c(c(=O)[nH]c2=O)C(NC(=O)C(C)(C)C)(C(F)(F)F)C(=O)N3)cc1OC (centres undefined)	-15
Cc1ccc(Cl)c(OCCCOc2cccc3cccnc23)c1	-2
Cc1cc(=S)[nH]c2ccccc12	3
COCCn1c(C)c(C)n2c3c(=O)n(Cc4ccccc4)c(=O)n(C)c3nc12	-11
CCC1(C)NC(=O)N(NC(=O)CN2CC(C)Oc3cc(C)c(Br)cc32)C1=O (centres undefined)	4
CC(=O)Nc1sc(N/N=C\c2cccc(Cl)c2)nc1-c1cccs1	-6

Following part.
SMILES	mcGAS MS inh
N#Cc1nc(Cl)c(Cl)c(Cl)c1Cl	4
CC(C)Oc1nnc(SC(C)C(=O)N2CCCC(C(N)=O)C2)s1 (centres undefined)	-2
Cc1nsc(NC(=O)Oc2ccccc2)c1C#N	1
Cc1ccc(NS(=O)(=O)N2CCCCC2)cc1Cl	-16
O=C1CN(C(=O)CCNC(=O)c2ccccc2Cl)c2ccccc2N1	13
CCSc1nnc(SCC(=O)NC(=O)NC2CCCC(C)C2C)s1 (centres undefined)	-9
O=C(CC1COCCN1)NCc1scnc1-c1ccccc1 (centres undefined)	-26
CCN(CC)c1ccccc1CO	1
Cc1c(C(=O)N2CCCC3(CC2)CN(C)C(=O)O3)sc2ccccc12 (centres undefined)	-14
COc1ccc(Cl)cc1CN1C(=O)C(C)(C)ON=C1c1ncccc1C	1
CN(Cc1cn[nH]c1-c1ccc(F)cc1)C(=O)Cc1c[nH]c2ccccc12	-11
C=CCn1c(=O)c2c(nc3n(-c4ccc(CC)cc4)c(C)cn23)n(C)c1=O	-7
COCCc1noc(CN(C)C(=O)c2cccc(N3CCCC3=O)c2)n1	-5
Cn1cc(C(=O)Nc2ccc(C(F)(F)F)cc2)c2[nH]c(=O)n(-c3ccc(Cl)cc3)c(=O)c21	-30
Cc1nc2sc3c(c2c(=O)[nH]1)CCCCC3	-8
O=C(c1n[nH]c2c1CCC2)N1CCC2(CC1)C(=O)Nc1ccccc12	-44
C=CCN(C1CCS(=O)(=O)C1)S(=O)(=O)c1ccc(C(=O)NC)cc1 (centres undefined)	-5
C/C=C/CC(=O)Nc1cccc(C(=O)Nc2c(C)cccc2C)c1	-11
CN(C(=O)c1ccc(S(=O)(=O)C(F)(F)F)cc1)C1C2CC3CC(C2)CC1C3 (centres undefined)	-7
CNC(=O)CCNS(=O)(=O)c1ccc(F)cc1	-7
CN1CCN(Cn2nc(-c3ccc4c(c3)OCO4)oc2=S)CC1	-2
CNC(=O)c1ccc(NC(=O)N2CCc3sccc3C2)cc1Cl	-10
Cc1ccccc1NC(=O)N1C[C@@H](O)[C@H](NCCc2ncccc2C)C1	-47
COc1ccc(NC(=O)[C@H](C)NC(C)=O)cc1NC(=O)c1ccccc1	-14
C=CCNC(=O)COC(=O)c1c(-c2cccs2)csc1NC(C)=O	-3
COc1ccc(-c2cnoc2-c2ccc(O)cc2O)cc1	-11
COCCCn1ccc2nc3ncnn3c(-c3ccccc3)c2c1=O	-11
COc1ccc2c(c1)CCCN2CC(=O)NCc1ccc(S(N)(=O)=O)cc1	0
Cc1ccc(Cn2nnc3c(=O)n(CC(=O)c4ccccc4)cnc32)cc1	5
Cc1csc(C2(NC(=O)CCc3ccsc3)CCCC2)n1	-9
CC1CN(C(=O)c2cnn(-c3ccc(Cl)cc3)c2)C(C)CO1 (centres undefined)	14
COc1cc(Cl)ccc1OCc1cc(C(=O)NCCCSC)no1	2
CCc1ccc(C(=O)N(Cc2ccco2)C2CCS(=O)(=O)C2)cc1 (centres undefined)	-3
COc1cc(-c2ccc(=O)n(CC(=O)Nc3cccc(C)c3)n2)cc(OC)c1OC	-14
CN(Cc1cccnc1)Cc1nc2ccccc2c(=O)[nH]1	-15
CN(Cc1cccc(Cl)c1)C(=O)c1cc(CN2CCCC(O)C2)on1 (centres undefined)	-10
CCN1CCN(C(c2cccc(OC)c2)C2Sc3nc(C)nn3C2=O)CC1 (centres undefined)	-6
O=C(NCc1cn2ccccc2n1)c1cc2c([nH]c1=O)CCCC2	-5
Cn1c(Cn2c(=O)sc3ccccc32)nnc1SCc1ccc(Br)cc1	4
O=C(N=c1sccn1Cc1ccc(C(=O)O)o1)c1cccc(C(F)(F)F)c1	-3
CCCCn1nc(C(=O)N2CCN(c3ccc(C#N)cn3)CC2)ccc1=O	-1
CCc1ccccc1NC(=O)CCc1c(C)nn(-c2nc(C)cc(=O)[nH]2)c1C	-2
CC(C)(C)c1nnc2sc(SCC(O)=C(C#N)c3nc4ccccc4[nH]3)nn2c1=O	4
CC1CN(C(=O)c2cc3c(=O)n4ccccc4nc3s2)CC(C)O1 (centres undefined)	-8
Cc1ccc(F)c(NC2CCCN(C(=O)c3ccc([N+](=O)[O-])cc3)C2)c1 (centres undefined)	-9
Cc1cc(C(=O)N(Cc2ccco2)c2nc3c(F)cccc3s2)nn1C	-11
Cc1cc(C(O)c2ncc(-c3ccc(Cl)cc3)[nH]2)ccc1F (centres undefined)	36
Cc1nn(CC(C)C)c(Cl)c1/C=C/C(=O)O	-1
CN1CCOc2ccc(NS(=O)(=O)c3cccc4ccccc34)cc2C1=O	7
Cc1ccc(OCc2cc(C(=O)N(C)Cc3csc(-c4ccccc4)n3)no2)cn1	-1

Going on with the list.
SMILES	mcGAS MS inh
CC(C)(NC(=O)c1cccs1)C(=O)NCc1cccnc1-n1ccnc1	-24
CCCn1nc(C)cc1NC(=O)c1cccc(CN2CCC(=O)NCC2C)c1 (centres undefined)	2
CCOC(=O)C1CCN(C(c2cccc(F)c2)C2Sc3nc(C)nn3C2=O)CC1 (centres undefined)	-5
c1cnn(CC2(CNC3CCN(c4ccc5c(c4)OCO5)CC3)CC2)c1	-16
CCN(CC)CC(O)COc1ccc(CNCCc2c(C)n[nH]c2C)cc1OC (centres undefined)	-1
Cc1cc(C)c2c(CC(=O)N3CCCC(O)(CO)CC3)coc2c1C (centres undefined)	-13
COC(=O)c1ccc(CN2C(=O)C(C)ON=C2c2ncccc2C)o1 (centres undefined)	-6
Cc1ccc(N(CC(=O)NC(c2ccccc2)c2ccccc2)S(=O)(=O)N2CCCC2)cc1	-22
COc1ccc(-c2noc(Cn3nc(C)c(C)c3C)n2)c(OC)c1OC	-26
Cc1nc2cc(Cl)c(Cl)cc2nc1C	-4
COc1cc2c(cc1O)C(c1cnn(-c3ccc(C)c(C)c3)c1)CC(=O)N2 (centres undefined)	-5
O=C(COC(=O)c1cc2c(s1)CCC2)c1ccc(Br)s1	-8
COC1CCCN(C(=O)c2cc(COc3ccc4c(c3)CCCC4)on2)C1 (centres undefined)	-6
CC(c1cccnc1)N(C)C(=O)c1ccc(Cl)c(Cl)c1O (centres undefined)	-4
O=C(CN1CCN(Cc2nc3sccn3c2Br)CC1)N1CCCCC1	4
CCn1cc(-c2c(-c3ccccc3)ncn2C(C)Cc2cnccn2)c(C)n1 (centres undefined)	-16
Cc1noc(C)c1S(=O)(=O)N1CCN(Cc2cccc(C(F)(F)F)c2)CC1	-8
Cc1cc(C)n(-c2ccc(CCNC(=O)C3CC3)cc2)n1	-14
COCCCC1CCN(Cc2nc(-c3ccccn3)no2)CC1	-4
O=C(Nc1ccc(Cl)c(F)c1)C1CCCCN1Cc1ccncc1 (centres undefined)	-12

Reformatted: four of the compounds above.
> O=C(CN1CCN(Cc2nc3sccn3c2Br)CC1)N1CCCCC1
  mcGAS MS inh = 4
> Cc1cc(C)n(-c2ccc(CCNC(=O)C3CC3)cc2)n1
  mcGAS MS inh = -14
> CC(c1cccnc1)N(C)C(=O)c1ccc(Cl)c(Cl)c1O (centres undefined)
  mcGAS MS inh = -4
> COC1CCCN(C(=O)c2cc(COc3ccc4c(c3)CCCC4)on2)C1 (centres undefined)
  mcGAS MS inh = -6
